HKDC1 inh: HKDC1 (human) hexokinase inhibition | Q2TB90 | recombinant HKDC1, G6PDH/diaphorase resazurin coupled fluorescence | inhibition, % at 20 µM | actives 0.16% (n = 340,000) | AID 493160;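 active means inhibition above about 35% when tested at 20 µM, limit read from the data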;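 further: plate controls were DMSO wells with enzyme for no effect and DMSO wells lacking enzyme for full effect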
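test system = in-house recombinant HK5 (HKDC1) enzyme | amount = HKDC1 at 5 µg/mL | control set = DMSO-enzyme wells negative, buffer-substituted wells positive | compound = one dose of 20 µM, 1% DMSO | schedule = reaction time 90 min, room temperature, protected from light | technique = resorufin fluorescence at 613 nm | reagent = glucose with 1 mM ATP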
SENP8 block-1: blocks the human protease SENP8 | inhibition, % at 10 µM | Q96LD8 | purified SENP8, Z-RLRGG-aminoluciferin cleavage, luminescence | actives 1.2% (n = 330,000) | AID 2540; in the data active means inhibition above about 50%
Target sequence (Q96LD8 whole entry, looked up): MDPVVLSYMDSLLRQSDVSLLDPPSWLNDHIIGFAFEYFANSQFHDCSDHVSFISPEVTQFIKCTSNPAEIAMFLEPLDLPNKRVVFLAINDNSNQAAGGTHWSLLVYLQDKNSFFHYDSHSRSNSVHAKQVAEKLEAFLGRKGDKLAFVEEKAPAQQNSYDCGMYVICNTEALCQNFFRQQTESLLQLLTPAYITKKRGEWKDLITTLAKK
SENP7 inh: inhibitors of human SENP7 protease. Q9BQF6. recombinant SENP7, Z-RLRGG-aminoluciferin luminescence, 40 min. inhibition, % at 5 µM. actives 1.5% (n = 330,000);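 active means inhibition above about 50% at the single test dose, limit read from the data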;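 further: plate controls were DMSO with enzyme for no effect and no enzyme buffer wells for full effect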
SENP1 FRET inh: SENP1 (human) catalytic domain inhibition; actives 0.21% (n = 360,000); inhibition, % at 10 µM; AID 624204; recombinant SENP1 catalytic domain, CyPet-SUMO1-YPet FRET cleavage; Q9P0U3;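 active means inhibition at least 30% at 10 µM, raw YFP signal under a set limit, fluorescence ratio 0.5 to 1.5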;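 further: 0% = enzyme with DMSO and 100% = no enzyme wells; some results filed as inactive read as strong as hits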
Target sequence (Q9P0U3 419-644 limits assumed): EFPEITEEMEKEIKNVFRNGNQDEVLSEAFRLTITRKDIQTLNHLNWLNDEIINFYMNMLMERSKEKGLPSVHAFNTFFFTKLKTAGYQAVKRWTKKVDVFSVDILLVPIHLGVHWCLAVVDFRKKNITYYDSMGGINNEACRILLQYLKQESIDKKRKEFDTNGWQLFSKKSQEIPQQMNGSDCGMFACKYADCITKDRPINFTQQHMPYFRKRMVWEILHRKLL
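Test system: hSENP1 catalytic domain, recombinant; Amount: 20 pM final SENP1 enzyme; Medium: Tris pH 8 buffer plus EDTA, NaCl, BME, BSA, NP40, catalase; Schedule: 50 min enzyme reaction, room temperature, light-protected; Technique: FRET fluorescence in CFP and YFP emission channels; Controls: no-enzyme wells low, DMSO-plus-enzyme wells high control.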
PfG6PD inh: PfG6PD (Plasmodium falciparum) enzyme inhibition | PfGluPho enzyme, NADPH resazurin-diaphorase fluorescence | inhibition, % at 20 µM | actives 0.78% (n = 350,000);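 active means inhibition reaching at least a set limit at 20 µM in the primary screen, cut at about 59% in these data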;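 further: 0% = DMSO wells with substrate and 100% = DMSO wells lacking glucose-6-phosphate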
Apaf1 inhib: blocks human Apaf-1 apoptosome activity; O14727; actives 0.71% (n = 330,000); reconstituted apoptosome caspase-3 activity, DEVD-Rh110 fluorescence; AID 489030; inhibition, % at 20 µM; active means inhibition of at least 40% at 20 µM;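 further: plate controls were DMSO wells for no effect and DEVD-CHO caspase inhibitor wells for full effect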
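System: reconstituted apoptosome with Apaf-1, cytochrome c, caspase-9, procaspase-3, dATP; Signal: Rh110 fluorescence intensity; Schedule: 30 min compound preincubation, 50 min activation, room temperature; Reagent: cytochrome c trigger plus (Z-DEVD)2-Rh110 caspase-3 substrate.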
SENP6 block: inhibitors of human SENP6 protease | Recombinant SENP6 catalytic domain, aminoluciferin luminescence | inhibition, % at 10 µM | actives 1.8% (n = 330,000);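 active means inhibition above about 50% at the single tested dose, limit read from the data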;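 further: plate controls were DMSO wells with enzyme for no effect and DMSO wells lacking enzyme for full effect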
Target sequence (Q9GZR1 628-1112 limits assumed): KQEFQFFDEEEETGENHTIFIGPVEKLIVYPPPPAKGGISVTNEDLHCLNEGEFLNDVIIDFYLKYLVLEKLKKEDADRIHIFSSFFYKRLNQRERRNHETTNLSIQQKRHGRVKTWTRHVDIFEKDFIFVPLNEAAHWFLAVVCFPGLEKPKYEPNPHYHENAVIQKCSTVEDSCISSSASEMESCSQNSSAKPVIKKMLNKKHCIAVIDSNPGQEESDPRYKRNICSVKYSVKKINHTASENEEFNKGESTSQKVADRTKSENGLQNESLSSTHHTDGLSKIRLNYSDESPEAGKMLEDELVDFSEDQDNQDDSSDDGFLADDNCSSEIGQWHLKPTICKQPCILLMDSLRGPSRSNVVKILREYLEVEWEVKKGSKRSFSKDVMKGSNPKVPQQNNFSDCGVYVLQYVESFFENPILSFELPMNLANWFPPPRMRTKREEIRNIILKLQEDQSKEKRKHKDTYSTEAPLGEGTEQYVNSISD
SENP8 block-2: inhibitors of human SENP8 protease. recombinant SENP8, Nedd8 substrate fluorescence. inhibition, % at 20 µM. actives 0.64% (n = 360,000). AID 602440; in the data active means inhibition mostly above about 40%, no sharp cut-off; inactive means mostly below about 27%
* = called active by the depositor; . = not tested or not shown.

SMILES	HKDC1 inh	SENP8 block-1	SENP7 inh	SENP1 FRET inh	PfG6PD inh	Apaf1 inhib	SENP6 block	SENP8 block-2
Cc1ccc(S(=O)(=O)N2CCC(C(=O)OCC(=O)N3CC(C)CC(C)C3)CC2)cc1C (configuration not stated)	-3	0	-14	2	-1	14	-8	8
O=C(C1CCCN(Cc2ccccc2Cl)C1)N1CCCCC1 (configuration not stated)	-1	3	-7	1	-7	-1	-4	8
CSCC[C@H](NC(=O)c1cccnc1)c1nnc2ccccn12	-9	1	-3	-1	6	4	-6	1
CCn1c(SCC(=O)Nc2ccc(Cl)cc2)nnc1C1CC1	-2	0	-6	2	30	3	0	2
COC(=O)c1cc(=O)c2c([N+](=O)[O-])ccc(OC)c2o1	-5	0	4	3	-8	1	11	8
Cc1cc(C)nc(NS(=O)(=O)c2ccc(N3C(=O)c4ccccc4C3=O)cc2)n1	-11	-12	-6	1	3	9	-14	14
CCC1CCCCN1CCCNC(=O)c1cc2c(Cl)nc3ccccc3c2s1 (configuration not stated)	0	-7	-2	-1	16	27	-1	12
COc1cccc(N2CC(C(=O)Nc3c(C)cccc3C)CC2=O)c1 (configuration not stated)	-1	4	3	-1	-3	4	-5	17
COCCCN1CC23C=CC(O2)C(C(=O)O)C3C1=O (configuration not stated)	-2	-4	3	2	1	5	-1	8
Nc1nc(SCc2ccc([N+](=O)[O-])cc2)nc2nc3c(cc12)CCCC3	-3	-5	-6	-19	-11	1	-15	-13
COc1cccc(NC(=S)N(CCc2ccc(OC)c(OC)c2)Cc2ccccn2)c1	-3	0	6	0	0	1	12	2
Nc1ccc2c(c1)OCCOCCOCCOCCOCCO2	0	8	10	-30	22	37	17	25
NS(=O)(=O)c1ccc(CNC(=O)CSc2nc3ccc(Cl)cc3[nH]2)cc1	-4	3	8	0	0	2	12	-1
CCC(C)N(C(=O)COC(=O)COc1c(C)cc(C)cc1C)C1CCS(=O)(=O)C1 (configuration not stated)	-3	-9	-8	-1	0	3	-12	7
O=C(c1cc(COc2ccc(F)cc2F)on1)N1CCOCC1	-5	-2	-4	4	-6	0	-4	3
CCOC(=O)CSc1nnc(CNc2cccc(Cl)c2)n1-c1ccccc1	2	-8	-11	2	-6	19	-11	12
O=C(/C=C/c1ccccc1)c1ccc2c(c1)OCCCCO2	12	40	68*	-2	12	19	88*	23
CS(=O)(=O)CCC(C(=O)O)N1C(=O)c2ccc(Oc3ccc(Cl)cc3)cc2C1=O (configuration not stated)	-6	1	2	-7	0	5	-14	4
O=C(O)c1cccc(NC(=O)C2C3C=CC(C3)C2C(=O)OCC(F)(F)C(F)F)c1 (configuration not stated)	-1	-1	-11	1	-11	0	-10	4
Cc1ccc2cc(C(c3nnnn3C3CCCC3)N(Cc3cccnc3)Cc3ccco3)c(=O)[nH]c2c1 (configuration not stated)	3	-4	5	-6	11	5	-8	-31
CC(=O)c1ccccc1C(=O)NCc1cccnc1	-14	-3	6	1	-11	1	-9	11
Cc1cc(N2CCCCCC2)nc(-c2ccccc2O)n1	9	0	-2	-5	-18	7	-16	-496
O=C(NCCCCc1ccccc1)c1cccc(NC(=O)C2CC2)c1	-7	.	.	0	5	.	.	1
CC(=O)NCCc1nc2cc(NS(=O)(=O)c3ccccc3)ccc2n1C	-1	0	1	-1	8	-1	-19	6
CCCCC[C@H](O)/C=C/[C@H]1CCC(=O)[C@@H]1CCCCCCC(=O)N1CCCCC1CO (some centres not stated)	3	-9	1	3	-7	20	0	26
Cn1c2c(c(=O)n(C)c1=O)C(c1ccc(Br)cc1)Nc1ccccc1O2 (configuration not stated)	-1	-7	-7	2	-3	-7	-20	4
COc1ccc(NC(=O)c2ccc3c(=O)n4c(nc3c2)CCCCC4)cc1	1	-9	-5	1	9	2	-12	9
CCCC(=O)N1CCN(c2ccc(NC(=O)C(C)(C)C)cc2Cl)CC1	-3	-8	-5	0	-4	0	-10	-5
COCCCn1ccc(O)c(Cc2ccc(F)cc2)c1=O	1	-4	-1	1	14	1	-22	0
Cc1ccccc1NC(=S)N(Cc1ccccc1)Cc1cccs1	2	-2	4	1	-18	-7	-14	6
CCN(CC)CC(=O)Nc1cccc2c1C(=O)c1ccccc1C2=O	-7	-4	0	8	-15	-5	1	40*
Cc1ccc(C)c(C(C)NC(=O)C2CC=CCC2C(=O)O)c1 (configuration not stated)	-4	-4	-1	2	-9	-4	-6	21
Cc1cc(C)c(C#N)c(SCC(O)COc2ccc(Br)cc2)n1 (configuration not stated)	4	-6	-1	-3	0	26	-28	2
COc1ccc(NC(=O)CCC(=O)Nc2nnc(C3CCCCC3)s2)cc1	-4	-8	-1	2	-7	-2	-2	8
CNC(=O)c1nn(C)c(=O)[nH]c1=O	-5	.	.	3	-12	.	.	14
CC1=CC(C)C2C(=O)N(O)C(=O)C2C1 (configuration not stated)	-2	4	-2	2	2	-12	2	22
N#Cc1c2n(c(=S)n(-c3ccc(OC(F)F)cc3)c1=O)CCCCC2	-9	-5	-5	1	-10	7	1	15
N/C(=N\OC(=O)c1cccs1)c1ccc(Cl)cc1	1	51*	68*	2	23	-1	61*	18
CCNc1nc(Oc2ccc(C(=O)OC)cc2)nc(SC)n1	2	1	1	1	-2	7	-10	8
Cn1cc(Br)c(-c2cccc(NC(=O)CCC(=O)O)c2)n1	0	-2	0	0	-7	-15	1	15
COc1ccc(/C=C/C(=O)NCC(=O)N=Nc2c(O)[nH]c3ccc([N+](=O)[O-])cc23)cc1	9	3	4	6	1	3	21	14
CCOC(=O)[C@@H]1[C@H]2COc3cc(OC)ccc3[C@H]2N2C(=O)N(c3ccc(Br)cc3)C(=O)[C@]12C	5	2	-5	-3	13	10	-18	4
CCC(=O)c1cn([C@H](CCC(OC)OC)CC(=O)OC(C)(C)C)cc1CC	4	1	10	1	-6	13	-5	8
Cc1ccc(S(=O)(=O)N(C)C)cc1NC(=O)COC(=O)C1CCN(S(=O)(=O)c2cccs2)CC1	-4	2	-6	-1	-3	4	-5	0
CCC(C)c1ccccc1NC(=O)COC(=O)c1ccc(C)c(NC(=O)c2ccco2)c1 (configuration not stated)	-7	3	3	0	8	29	4	7
CCC(CC)C(=O)Nc1c2c(nn1-c1ccc(F)cc1)CS(=O)(=O)C2	-6	4	4	2	10	3	-2	18
COc1ccc(C2C(C(C)=O)=C(C)Nc3ncnn32)c(OC)c1OC (configuration not stated)	0	3	-10	-1	-6	-3	8	8
CCCC(O)(CCN1CCOCC1)c1ccc(Cl)cc1 (configuration not stated)	-2	3	0	0	4	-22	-8	25

Four of the compounds above, as labelled records.
mol: COc1cccc(NC(=S)N(CCc2ccc(OC)c(OC)c2)Cc2ccccn2)c1
  HKDC1 inh: -3; SENP8 block-1: 0; SENP7 inh: 6; SENP1 FRET inh: 0; PfG6PD inh: 0; Apaf1 inhib: 1; SENP6 block: 12; SENP8 block-2: 2

mol: Nc1ccc2c(c1)OCCOCCOCCOCCOCCO2
  HKDC1 inh: 0; SENP8 block-1: 8; SENP7 inh: 10; SENP1 FRET inh: -30; PfG6PD inh: 22; Apaf1 inhib: 37; SENP6 block: 17; SENP8 block-2: 25

mol: NS(=O)(=O)c1ccc(CNC(=O)CSc2nc3ccc(Cl)cc3[nH]2)cc1
  HKDC1 inh: -4; SENP8 block-1: 3; SENP7 inh: 8; SENP1 FRET inh: 0; PfG6PD inh: 0; Apaf1 inhib: 2; SENP6 block: 12; SENP8 block-2: -1

mol: CCC(C)N(C(=O)COC(=O)COc1c(C)cc(C)cc1C)C1CCS(=O)(=O)C1 (configuration not stated)
  HKDC1 inh: -3; SENP8 block-1: -9; SENP7 inh: -8; SENP1 FRET inh: -1; PfG6PD inh: 0; Apaf1 inhib: 3; SENP6 block: -12; SENP8 block-2: 7

Next part:
SMILES	HKDC1 inh	SENP8 block-1	SENP7 inh	SENP1 FRET inh	PfG6PD inh	Apaf1 inhib	SENP6 block	SENP8 block-2
CC(=O)c1ccc2c3c(cccc13)CC2	1	-1	3	2	16	1	-13	-157
COc1ccccc1-n1c(C)nnc1SCC(=O)Nc1cccc(C(C)=O)c1	-13	-2	1	4	5	-10	-4	21
CCCOc1ccc(C2C(C(=O)c3ccco3)=C(O)C(=O)N2CCCn2ccnc2)cc1 (configuration not stated)	5	3	5	-3	7	12	8	12
CCCOc1ccc(C(CC(=O)O)NC(=O)c2ccc3c(c2)OCO3)cc1 (configuration not stated)	-2	0	-2	0	-7	-10	-2	4
O=C(O)c1ccc2c(c1)S(=O)(=O)N=C1CCCCCN12	-9	0	-1	1	3	0	-24	10
CCn1c2c(c3ccc(OC)cc31)CCCC2=O	9	-3	-2	0	12	6	-10	-362
CCOc1ccccc1NC(=O)Nc1cnccn1	-10	-10	4	3	8	1	2	9
COc1ccccc1CSc1nc2c(c(=O)n(C)c(=O)n2C)n1C	-2	4	5	2	8	3	-7	32
O=C(NNC(=O)c1sc2cccc(Cl)c2c1Cl)NC1CCCCC1	1	-4	-5	0	-16	20	-5	24
N#Cc1c(CSCC(=O)O)cc(=O)n2c1[nH]c1ccccc12	-4	1	5	-20	-1	2	0	-251
Cc1cc(=O)n2[nH]c(-c3cccc(Cl)c3)cc2n1	0	-14	1	4	3	2	3	-43
COc1cc(-c2noc(-c3ccccc3C(=O)NCc3ccco3)n2)cc(OC)c1OC	-7	-5	-1	1	-25	1	4	23
N#Cc1ccccc1COC(=O)CCCC1=NS(=O)(=O)c2ccccc2N1	2	-2	3	-1	-6	-5	-2	14
COc1ccc(CC(=O)OCC(=O)Nc2ncc(Cl)cc2Cl)cc1OC	-1	0	-7	2	-8	-1	-19	11
Cc1cc(=O)n2c3ccccc3n(CC(O)CN3CCN(CCO)CC3)c2c1C#N (configuration not stated)	-4	-5	4	-4	3	-3	7	-421
Oc1ccc(/C=N/NC(=S)NCCN2CCOCC2)c(O)c1	-32	-4	-6	-9	-9	-24	-9	-102
Cc1onc(-c2ccccc2)c1C(=O)NCC1CCCO1 (configuration not stated)	-5	-4	-3	-4	-2	-3	-12	13
Cc1ccc(N2C(=O)C3ON(c4ccccc4)C(CC(C)C)C3C2=O)cc1 (configuration not stated)	-3	5	2	3	-29	-1	-20	12
CCN(CC)CC(=O)Nc1sc(C)cc1C(=O)c1ccccc1	2	1	6	1	3	15	-38	20
O=C(COC(=O)/C=C/c1ccccc1)NCC1CCCO1 (configuration not stated)	7	9	7	3	9	-19	24	-1
COc1ccc2oc(C(=O)N3CCN(c4ncccn4)CC3)c(C)c2c1	0	0	-5	-6	-7	9	-10	-18
C=CCn1c(/N=C/c2ccc(N(C)C)cc2)nc2ccccc21	1	71*	6	-32	-6	3	77*	6
Cc1ccc(C(c2nnnn2CS(=O)(=O)c2ccc(C)cc2)N2CCC(C)CC2)cc1 (configuration not stated)	-1	5	0	-2	22	13	-2	11
CCCCN1C(=S)NC[C@@H]1c1ccccc1	-7	2	-1	-1	-7	1	0	17
O=Nc1c2cc(-c3ccccc3)[nH]nc-2c2ccccc12	-9	.	.	-1	8	.	.	14
Cc1ccc(-c2nnc(NCc3nc4ccccc4[nH]3)c3ccccc23)cc1S(=O)(=O)N(C)C	-5	1	1	-14	2	7	4	-63
COc1cccc(/C=N/n2c(C3CCCCC3)n[nH]c2=S)c1	5	5	1	2	23	10	0	18
COCCN1C(=O)CS/C1=C(/C#N)C(=O)NCc1ccco1	-3	-3	6	-2	10	-1	2	13

Source: PubChem BioAssay

Compounds as they come; about 3.6% have a hit in one of these screens.
